14-3-3g Raf – 14-3-3 gamma protein interaction modulation. P61981. FP, 14-3-3gamma / TMR-pS259-Raf peptide binding. inhibition, % at 40 µM. 0.19% of 160,000 active; in the data active = inhibition above about 30%;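 note: 0% = protein plus tracer without compound and 100% = blank with tracer alone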
Target sequence (P61981 whole entry, looked up): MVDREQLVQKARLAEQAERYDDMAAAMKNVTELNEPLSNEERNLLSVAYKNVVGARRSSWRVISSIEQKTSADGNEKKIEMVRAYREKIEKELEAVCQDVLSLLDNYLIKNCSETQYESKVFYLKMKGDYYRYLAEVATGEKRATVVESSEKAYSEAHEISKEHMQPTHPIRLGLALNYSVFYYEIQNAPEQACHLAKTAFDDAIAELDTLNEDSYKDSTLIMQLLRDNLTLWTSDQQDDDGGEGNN
The depositor's hits bear a star; & = joins results of further samples. The list is partial; the hit share may differ from the screen's.

| SMILES | 14-3-3g Raf |
| --- | --- |
| Cc1ccc(C(=O)CCC2CCCC2=O)cc1 (stereo not drawn) | -8.8 |
| COc1ccc(OCc2nc3ccccc3n2CCc2ccccc2)cc1 | -3.4 |
| O=C1NC(c2cccs2)Nc2ccccc21 (stereo not drawn) | -2.5 |
| Cc1cccc(C2(c3cccc(C)c3)CC2C(=O)Nc2cc(Cl)ccn2)c1 (stereo not drawn) | -7.5 |
| COc1cccc(N2CCN(S(=O)(=O)c3ccc4c(c3)CCN4C(C)=O)CC2)c1 | -8.4 |
| COc1cccc(NC(=O)C2CCN(c3ncccn3)CC2)c1 | -3.7 |
| CCOC(=O)c1ccc(Oc2nc(NC(C)(C)C)nc(N(C)C)n2)cc1 | 0.7&-9.5 |
| CCC(C)[C@@H](NC(=O)OC(C)(C)C)c1nnc(S(=O)(=O)Cc2cccc(C)c2)o1 (stereo partly drawn) | -6.3 |
| O=C(CCC1Nc2c3ccccc3nc(=S)n2C1=O)N1CCC(O)(c2cccc(C(F)(F)F)c2)CC1 (stereo not drawn) | 0.0 |
| COc1ccccc1-c1cc(C(=O)NCc2ccc(F)cc2)no1 | -0.8 |
| Cc1ccc(-c2nc3ncccn3c2Nc2ccc(Cl)cc2)o1 | -4.2 |
| COC(=O)CNC(=O)C12CC3(C)CC(C)(CC(C)(C3)C1)C2 | -2.0 |
| CCOC(=O)c1c(NC(=O)c2ccc(S(=O)(=O)N3CC4(C)CC3CC(C)(C)C4)cc2)sc2c1CCN(CC)C2 (stereo not drawn) | -5.8 |
| CC(=O)Nc1ccc2c(c1)CCCN2C(=O)c1ccccc1 | -5.5 |
| Cc1cccc(CCNS(=O)(=O)c2cnc[nH]2)c1 | -7.0 |
| COC(=O)c1c(N2C(=O)C3ON(c4ccccc4)C(c4cccc([N+](=O)[O-])c4)C3C2=O)sc(C)c1C (stereo not drawn) | -14.4 |
| CCOC(=O)C1CCN(C(C(=O)Nc2ccc(C)cc2)c2ccccc2)CC1 (stereo not drawn) | -2.9 |
| CCOC(=O)c1ccccc1NC(=O)CSc1nc2ccccc2n1CC(=O)N1CCCC1 | 0.7 |
| CCC1=NN(C(=O)c2ccc(Br)cc2)C(O)(c2ccccc2)C1 (stereo not drawn) | 2.2 |
| Cc1nc2ccc(NC(=O)c3c(-c4ccccc4)noc3C)cc2s1 | -6.0 |
| Cc1nc2sc(C(c3cccs3)N3CCN(C(=O)c4ccco4)CC3)c(O)n2n1 (stereo not drawn) | -6.4 |
| CCOC(=O)CN(Cc1sccc1C)C(=O)Nc1ccccc1 | 6.4 |
| COc1ccc2c(C(F)(F)F)cc(=O)oc2c1C | 11.5 |
| COC(=O)CSc1nc(C2CC2)nc2ccccc12 | -0.4 |
| O=C(c1ccc2c(c1)C(=O)N(Cc1ccco1)C2O)N1CCOCC1 (stereo not drawn) | -8.6 |
| CCN(C1CCCCC1)S(=O)(=O)c1cc(C)ccc1OC | 3.8 |
| O=C(O)CCCNC(=O)Cn1cnc2sc3c(c2c1=O)CCCC3 | -1.7 |
| O=C(Nc1nc(-c2cc3ccccc3oc2=O)cs1)c1ccccc1Br | -12.9 |
| CCOc1cccc(C(=O)Nc2ccc(N3CCN(S(C)(=O)=O)CC3)cc2)c1 | -9.2 |
| CCCN(CCC)C(=O)CSc1nc2n[nH]c(C)c2c(=N)n1-c1ccc(OCC)cc1 | 0.0 |
| OC(COc1ccc(OCc2ccccc2)cc1)Cn1cnc2ccccc21 (stereo not drawn) | -23.9 |
| Cc1oc(-c2cccc(Br)c2)nc1CCl | 0.0 |
| COc1cccc(C2CC(c3ccc(Cl)cc3)=NC(C(C)C)N2)c1O (stereo not drawn) | -1.0 |
| NC(=O)c1c(NC(=O)COC(=O)CSc2nnc(-c3ccc(Cl)cc3)o2)sc2c1CCC2 | -69.6 |
| CCCCN(CCCC)S(=O)(=O)c1ccc(C(=O)Nc2nnc(COC)o2)cc1 | -1.2 |
| O=C(CCCc1ccccc1)N1N=C(c2ccc(Cl)cc2)CC1(O)C(F)(F)F (stereo not drawn) | 2.4 |
| COc1cccc(CNC(=O)C2CCN(Cc3cnn(-c4ccccc4)c3-n3cccc3)CC2)c1 | 0.1 |
| Cc1nc2c(sc3nc4c(cc32)COC(C)(C)C4)c(=O)n1CC1CCCO1 (stereo not drawn) | -1.8 |
| CC1(C)CC(N=c2c(Cl)cc(Cl)cn2O)CC(C)(C)N1 | -7.0 |
| COc1ccc(C2CC(C(F)(F)F)n3nc(C(=O)N(C)Cc4cn(C)nc4C)c(Cl)c3N2)cc1 (stereo not drawn) | -5.4 |
| CCOc1ccc(Cl)cc1C1C2=C(CC(C)(C)CC2=O)N(C)C2=C1C(=O)CC(C)(C)C2 | -11.2 |
| O=C(Nc1cccc(OC(=O)c2cc(S(=O)(=O)N3CCCCCC3)ccc2Cl)c1)c1ccccc1 | -16.9 |
| COCCOC(=O)C1=C(C)NC2=C(C(=O)CCC2)C1c1ccccc1I (stereo not drawn) | 3.7 |
| O=C(CSC1CC(=O)N(c2ccc(C(=O)O)cc2)C1=O)Nc1ccc2ccccc2c1 (stereo not drawn) | -4.7 |
| O=S(=O)(c1ccc2c(c1)OCCO2)N1CCC(c2nc3ccccc3[nH]2)CC1 | -5.2 |
| COc1ccc(C)cc1N(CC(=O)N1CCC(C)CC1)S(=O)(=O)c1ccc(C)cc1 | -3.9 |
| CCn1c2ccccc2n2cc(-c3ccc([N+](=O)[O-])cc3)nc12 | -0.3 |
| O=c1c2cn[nH]c2nc(SCc2cccc(F)c2)n1-c1ccc(Br)cc1 | -7.3 |
| COc1cccc(NS(=O)(=O)c2ccc3[nH]cc(C(=O)NCc4ccccc4Cl)c(=O)c3c2)c1 | -25.8 |
| O=C(CN1C(=O)CSC1=O)N1CCCCC1 | -0.8 |
| CCOC(=O)c1cnc2ccc(C(=O)OC)cc2c1Nc1ccccc1OC | -1.0 |
| O=C(NCc1cccnc1)C(NS(=O)(=O)c1ccc(Br)s1)c1ccccc1 (stereo not drawn) | -5.6 |
| CC(=O)Oc1ccc2oc3c(c2c1)C(=O)CCC3 | -3.9&-18.5 |
| O=C(NCc1ccc2c(c1)OCO2)C1CCCN1C(=O)Nc1ccccc1 (stereo not drawn) | -16.2 |
| O=C(NC1CCCCC1)c1c[nH]c2ccc(S(=O)(=O)N3CCOCC3)cc2c1=O | -1.5 |
| COc1ccccc1C(=O)Nc1cc2cc([N+](=O)[O-])ccc2oc1=O | -2.7 |
| CCCc1c(C)c2cc3c(-c4ccccc4)coc3cc2oc1=O | -3.6 |
| O=C(COc1ccc(Cl)cc1Cl)NC(=O)N1CCOCC1 | 4.9 |
| C1=CC2CC1CC2CN1CCN(Cc2ccc3c(c2)OCO3)CC1 (stereo not drawn) | -8.5 |
| CCOCCCNC(=O)c1ccccc1Br | -6.6 |

An excerpt from above in order of the 14-3-3g Raf value, smallest number first.
smiles	14-3-3g Raf
COc1cccc(NS(=O)(=O)c2ccc3[nH]cc(C(=O)NCc4ccccc4Cl)c(=O)c3c2)c1	-25.8
O=C(NCc1ccc2c(c1)OCO2)C1CCCN1C(=O)Nc1ccccc1 (stereo not drawn)	-16.2
COc1ccccc1C(=O)Nc1cc2cc([N+](=O)[O-])ccc2oc1=O	-2.7
CCn1c2ccccc2n2cc(-c3ccc([N+](=O)[O-])cc3)nc12	-0.3
COCCOC(=O)C1=C(C)NC2=C(C(=O)CCC2)C1c1ccccc1I (stereo not drawn)	3.7

Next part:
| SMILES | 14-3-3g Raf |
| --- | --- |
| COc1ccccc1NS(=O)(=O)c1ccc2c(c1)CCN2C(C)=O | 1.4 |
| CCOC(=O)c1sc(NC(=O)CSc2nnc(-c3ccco3)o2)c(C(=O)OCC)c1C | -17.3 |
| Cc1cccc(NC(=O)CSc2nc3c(c(=O)n2-c2ccc(Cl)cc2)SCC3)c1 | -12.3 |
| O=C(Nc1ccccc1Br)c1cc(S(=O)(=O)N2CCc3ccccc32)ccc1F | -31.9 |
| CCOc1ccccc1NC(=O)c1cccc(NC(=O)c2ccco2)c1 | -2.5 |
| O=C(CCNC(=O)Cn1cnc2sc3c(c2c1=O)CCCC3)NCc1ccc(F)cc1 | -6.4 |
| COCCCN(C(=O)Cn1ncc2c(=O)oc3ccc(C)cc3c21)C(C)c1ccncc1 (stereo not drawn) | 0.9 |
| CCN1CCCC1CNC(=O)c1sc2ncn(CC(=O)N3CC(C)CC(C)C3)c(=O)c2c1C (stereo not drawn) | -7.7 |
| COc1cc(C(=O)N2CCC(N3CCCCCC3)CC2)cc(OC)c1OC | -0.6 |
| CCOC(=O)C1=NN(C(=O)c2cccc([N+](=O)[O-])c2)C(O)(C(C)(C)C)C1 (stereo not drawn) | -6.9 |
| COc1ccc(C2=NN(C(=O)CSc3nc4ccccc4s3)C(c3ccc(F)cc3)C2)cc1 (stereo not drawn) | -24.0 |
| CCOC(=O)C1CCN(C(=O)c2ccc(NC(=O)C3CCCO3)cc2)CC1 (stereo not drawn) | 1.2 |
| O=C1CC(c2ccc(S(=O)(=O)N3CCCCC3)cc2)CN1 (stereo not drawn) | 5.1 |
| CC(CCc1ccccc1)NC(=O)c1cc2c(=O)[nH]c3ccccc3c2s1 (stereo not drawn) | -6.7 |
| CCOC(=O)NCc1ccc2[nH]c(C)cc2c1 | -0.6 |
| CC1(C)CC(=O)C(C=NCCO)=C(O)C1 | -14.6 |
| Cc1ccc(C(=O)N2CCC(C)CC2)cc1[N+](=O)[O-] | -4.7 |
| COc1ccc(CN(C2CCCC2)S(=O)(=O)c2ccc(-n3cnnn3)c(OC)c2)cc1OC | -1.6 |
| O=C1OC/C(=C(\O)c2ccccc2)C1=O | -8.0 |
| CC(C)(Oc1ccc(Cl)cc1)C(=O)NCc1ccncc1 | -1.3 |
| Cc1sc2c(c1C)c(=O)n(CCc1ccccc1)c(=O)n2CC(=O)NCCC1=CCCCC1 | -0.5 |
| COc1ccc(C2(CNC(=O)c3ccc(OC)c(OC)c3)CCOCC2)cc1 | 1.2 |
| CCOC(=O)c1ccccc1NC(=O)Cn1c(=O)n(CC2CCCO2)c(=O)c2ccccc21 (stereo not drawn) | -5.0 |
| CC(C)c1ccc(NC(=O)CSc2nc3[nH]ncc3c(=O)n2-c2cccc3ccccc23)cc1 | -5.8 |
| O=C(COc1ccccc1Br)NCCc1nc2ccccc2[nH]1 | 1.0 |
| Cc1ccc(CNc2ccc(O)cc2)cc1 | -2.1 |
| CCN(CC(=O)Nc1ccc2c(c1)OCCO2)c1ccc(S(=O)(=O)N2CCOCC2)cn1 | -4.0 |
| CCOC(=O)c1cc(C(=O)c2cc(F)ccc2O)coc1=N | -5.8 |
| COc1ccc(C(CC(=O)O)NC(=O)c2cccs2)cc1 (stereo not drawn) | -5.4 |
| O=C(Nc1ncc(S(=O)(=O)c2ccc([N+](=O)[O-])cc2)s1)c1ccc(-c2ccccc2)cc1 | -1.4 |
| Cc1ccnc(NS(=O)(=O)c2cccs2)c1 | -3.4 |
| CN(C)C=Nc1nc2ccc3c(c2s1)CCCC3 | -1.6 |
| COc1cccc(C2=NC(c3ccccc3OC)NC(c3ccccc3O)C2)c1 (stereo not drawn) | 1.9 |
| Cc1nn(Cc2ccc(Cl)c(Cl)c2)c(C)c1NC(=O)c1cc(C2CC2)on1 | -0.1 |
| COc1ccc(N2CCN(C(=O)c3ccc(S(=O)(=O)c4ccc(F)cc4)c([N+](=O)[O-])c3)CC2)cc1 | -2.6 |
| Cc1cc(C)cc(Nc2cc(C(=O)NCc3cccnc3)c3ccccc3n2)c1 | 9.6 |
| Cc1c(C)n(C(=O)CSc2nccn2C)c2ccccc12 | -2.0&-3.6 |
| O=C(Cn1[nH]c(=O)c2ccccc2c1=O)OCC(=O)N1CCCc2ccccc21 | -3.8 |
| CSC1=NCCN1C(=O)c1ccc(Br)o1 | -1.0 |
| COc1cc(N2C(=O)c3ccccc3C2=O)c(OC)cc1Cl | -22.3 |
| CCC(=O)Nc1cc(C(C)C)c(O)cc1C | -4.2 |
| COc1ccc(Nc2ncc(C(=O)Nc3cc(Cl)ccc3OC)c3ccccc23)cc1 | -21.4 |
| CCOc1ccc(CN2C(=O)CCC2(C)C(=O)NCC2CCCO2)cc1 (stereo not drawn) | 4.9 |
| O=[N+]([O-])c1cccc(C2SCCN2S(=O)(=O)c2cccc(C(F)(F)F)c2)c1 (stereo not drawn) | 11.5 |
| C=CCN1C(=O)c2ccccc2Sc2ccc(C(=O)NCCc3ccc(C)cc3)cc21 | -3.7 |
| CCOc1ccc(N=Cc2ccc(N(C)C)cc2)cc1 | 9.8 |
| CCCN(CCC)S(=O)(=O)c1ccc(C(=O)N=c2sc3cc([N+](=O)[O-])ccc3n2C)cc1 | 9.7 |
| COc1cc(C)nc(NC(=O)NC(=O)c2ccc(C(F)(F)F)cc2)n1 | 6.0 |
| Clc1cccc2sc(N3CCCC3)nc12 | 4.8 |
| CN1CCN(C2=NC3(CCCC3)C(C#N)C(=O)N2)CC1 (stereo not drawn) | -4.1 |
| COc1ccccc1NC(=O)C1CC(=O)N(c2ccccc2)C1 (stereo not drawn) | -1.7 |
| COCCCNC(=O)Cn1c(=O)n(-c2ccc(C)c(C)c2)c(=O)c2c3c(sc21)CCCCC3 | -1.6 |
| CC(C)CNc1c(N)c(=O)oc2ccccc12 | -1.5 |
| COc1cc(C(=O)Nc2c3c(nn2-c2ccc(F)cc2)CS(=O)(=O)C3)cc(OC)c1OC | 4.3 |
| O=C(CC1c2ccccc2Oc2ccccc21)NCc1ccco1 | 9.3 |
| CCOCCSc1nc2c(c(=O)[nH]1)C(C1CCCC1)Cc1ccccc1-2 (stereo not drawn) | 3.1 |
| CCOC(=O)C1=C(C)NC(C)=C(C(=O)OCC)C1C(=O)OCC(=O)N1CCc2ccccc2C1 | -6.9 |
| Cc1nn(C)c(C)c1N1C(=O)c2cccc3cc([N+](=O)[O-])cc(c23)C1=O | -12.4 |
| COc1ccc(C(=O)Nc2cccc(NC(=O)c3cccc(Cl)c3)c2)cc1[N+](=O)[O-] | -9.9 |
| CCN(CC)S(=O)(=O)c1ccc(C(=O)Nc2nc3ccc4nc(SC)sc4c3s2)cc1 | -1.6 |

Additional compounds
| SMILES | 14-3-3g Raf |
| --- | --- |
| O=C(Nc1ccc(NC(=O)c2cccs2)cc1)c1ccc(Br)cc1 | -12.9 |
| CC1CCN(S(=O)(=O)c2cccc(C(=O)Nc3ccccc3C(=O)Nc3ccc(F)cc3)c2)CC1 | -1.7 |
| COc1ccc(Oc2coc3cc(OCCc4ccccc4)ccc3c2=O)cc1 | -11.1 |
| CCOC(=O)c1c(C)oc2cc(Br)c(OC(=O)c3ccc(OC)cc3)cc12 | -17.1 |
| CCCCN(C(=O)c1cc(OC)c(OC)c(OC)c1)C1=CC2CCC(C1)N2C (stereo not drawn) | 1.5 |

Source: PubChem BioAssay
